# Assay outcomes: PubChem BioAssay, NCI
# NCI-60 one-dose screen, 48 h, at 10 µM unless noted. Numbers give growth in % (100 = growth as untreated, 0 = no growth, -100 = all killed).
# DU-145 – DU-145 prostate cancer. hit rate 4.2% among 81,000. AID 1794760
# U251 – U251 CNS tumor cells | hit rate 5.4% among 80,000
# 786-0 – 786-0 renal cancer cells; hit rate 5.1% among 81,000; AID 1794775
# PC-3 – PC-3 prostate cancer cells | hit rate 3.9% among 80,000 | AID 1794754
# SF-295 – SF-295 CNS cancer cells; hit rate 5.6% among 79,000
# SN12C – SN12C renal cancer cells; hit rate 3.8% among 81,000
# UO-31 – UO-31 renal cancer; hit rate 5.2% among 81,000
# SF-539 – SF-539 CNS cancer | AID 1794752 | hit rate 6.8% among 81,000
# TK-10 – TK-10 renal cancer cells; hit rate 3.9% among 81,000; AID 1794769
# Starred values were filed as active, the others as inactive; x = no result given; [ ] = remark or other dose. How the source made its calls: active means growth percent below 10; inactive means the rest.
SMILES,DU-145,U251,786-0,PC-3,SF-295,SN12C,UO-31,SF-539,TK-10
O=C(Nc1ccccc1)Nc1cc(-c2ccccc2)on1,103,x,96,105,98,103,95,101,103
c1ccc(CO[C@H]2CO[C@H]3[C@@H]2OC[C@H]3OCc2ccccc2)cc1,119,104,104,91,95,102,72,110,101
COc1cccc(CNc2ccc(N3CCOCC3)c(C(=O)O)c2)c1,106,99,98,98,98,103,89,94,99
CCCCCCCCC/C=N\NC(N)=O,109,95,98,94,108,108,89,99,99
NS(=O)(=O)c1ccc(NCCC(=NCCO)c2ccccc2)cc1,110,107,102,100,105,97,71,99,118
O=C1NC(=O)C(c2cc(-c3cc4ccccc4[nH]3)no2)C(=O)N1,104,95,105,81,98,98,81,103,107
CCOC(=O)Nc1ccc2c(c1)C(=O)N(CCOC)c1ccccc1O2,44,39,45,38,29,x,62,30,59
CC(=O)O[C@@H]1C[C@]2(C)[C@@H](C(C)=O)CC[C@H]2[C@@H]2CCC3=CC(=O)CC[C@]3(C)[C@H]21,111,95,109,89,111,104,73,99,105
COCC(O)CNCCO (stereo not drawn),115,95,96,91,111,96,101,95,99
CCCCCc1ccc(C)cc1OC(C)=O,106,104,107,100,106,102,98,110,96

# Entries of single compounds, quoted from the list. Screens in order: DU-145, U251, 786-0, PC-3, SF-295, SN12C, UO-31, SF-539, TK-10
# `COCC(O)CNCCO` (stereo not drawn) as listed: 115, 95, 96, 91, 111, 96, 101, 95, 99
# `O=C1NC(=O)C(c2cc(-c3cc4ccccc4[nH]3)no2)C(=O)N1` as listed: 104, 95, 105, 81, 98, 98, 81, 103, 107

# Additional records:
SMILES,DU-145,U251,786-0,PC-3,SF-295,SN12C,UO-31,SF-539,TK-10
OC(COc1ccccc1Cl)CN1CCCC1 (stereo not drawn),120,111,107,107,104,94,86,111,123
O=C1CCn2c(=O)cc(-c3ccccc3)c3cccc1c32,126,95,91,96,109,102,92,101,91
CNC(=O)n1c(N)nc(-c2ccccc2)c1-c1ccccc1,103,109,95,98,96,100,114,x,143
CCOC(=O)C1CCN(C(=O)c2ccccc2)c2scc(-c3ccccc3)c2C1=O (stereo not drawn),107,97,106,86,84,102,86,94,105
O=S1(=O)CC(c2ccccc2)=NN=C(c2ccccc2)C1,105,114,117,97,103,104,96,117,135
CC(=O)c1ccc(Cl)c([N+](=O)[O-])c1,104,102,104,98,103,104,99,100,104
Cc1c(-c2ccc(C(=N)N)cc2)oc(-c2ccc(C(=N)N)cc2)c1C,107,70,82,84,x,54,59,64,104
CN(C)Cc1ccc(NC(=O)c2cncc(C#Cc3cnc(N)c4ncccc34)c2)cc1F,87,75,-72*,75,96,86,108,95,141
COc1ccc(/C=C/C(=O)c2ccc(NC(=O)CSc3nnc(-c4ccc5nc(-c6ccc(OC)cc6)[nH]c5c4)o3)cc2)cc1,104,84,102,85,98,77,93,82,118
COc1ccc(C(=O)C(C#N)c2ccccc2)cc1 (stereo not drawn),105,96,111,103,114,106,89,112,103

# 14 neighbouring compounds already listed, quoted:
SMILES,DU-145,U251,786-0,PC-3,SF-295,SN12C,UO-31,SF-539,TK-10
CCOC(=O)Nc1ccc2c(c1)C(=O)N(CCOC)c1ccccc1O2,44,39,45,38,29,x,62,30,59
CC(=O)O[C@@H]1C[C@]2(C)[C@@H](C(C)=O)CC[C@H]2[C@@H]2CCC3=CC(=O)CC[C@]3(C)[C@H]21,111,95,109,89,111,104,73,99,105
COCC(O)CNCCO (stereo not drawn),115,95,96,91,111,96,101,95,99
CCCCCc1ccc(C)cc1OC(C)=O,106,104,107,100,106,102,98,110,96
OC(COc1ccccc1Cl)CN1CCCC1 (stereo not drawn),120,111,107,107,104,94,86,111,123
O=C1CCn2c(=O)cc(-c3ccccc3)c3cccc1c32,126,95,91,96,109,102,92,101,91
CNC(=O)n1c(N)nc(-c2ccccc2)c1-c1ccccc1,103,109,95,98,96,100,114,x,143
CCOC(=O)C1CCN(C(=O)c2ccccc2)c2scc(-c3ccccc3)c2C1=O (stereo not drawn),107,97,106,86,84,102,86,94,105
O=S1(=O)CC(c2ccccc2)=NN=C(c2ccccc2)C1,105,114,117,97,103,104,96,117,135
CC(=O)c1ccc(Cl)c([N+](=O)[O-])c1,104,102,104,98,103,104,99,100,104
Cc1c(-c2ccc(C(=N)N)cc2)oc(-c2ccc(C(=N)N)cc2)c1C,107,70,82,84,x,54,59,64,104
CN(C)Cc1ccc(NC(=O)c2cncc(C#Cc3cnc(N)c4ncccc34)c2)cc1F,87,75,-72*,75,96,86,108,95,141
COc1ccc(/C=C/C(=O)c2ccc(NC(=O)CSc3nnc(-c4ccc5nc(-c6ccc(OC)cc6)[nH]c5c4)o3)cc2)cc1,104,84,102,85,98,77,93,82,118
COc1ccc(C(=O)C(C#N)c2ccccc2)cc1 (stereo not drawn),105,96,111,103,114,106,89,112,103

# Next part.
SMILES,DU-145,U251,786-0,PC-3,SF-295,SN12C,UO-31,SF-539,TK-10
Clc1ccc(/C=C(/C2=NCCN2)n2ccc3ccccc32)cc1,80,77,82,56,84,81,45,87,78
COc1cc(/C=C/C(=O)NO)ccc1OCCOc1ccc2c(C)cc(=O)oc2c1,103,98,100,98,93,98,90,99,121
COc1ccc(S(=O)(=O)NC(=O)NC2C(OC(C)=O)OC(COC(C)=O)C(OC(C)=O)C2OC(C)=O)cc1 (stereo not drawn),110,106,107,99,103,100,80,100,128
O=C1Nc2ccc(F)cc2/C1=C/c1ccc(OCc2ccc(Br)cc2F)cc1,80,56,65,63,61,84,x,73,111
CCCc1cc(C)ccc1O,106,114,98,91,100,105,84,104,100
COC(=O)c1ccc(N=NN(C)COC(C)=O)cc1,111,110,102,91,98,96,x,106,102
CCOC(=O)C1=C(N)N(c2ccc(C)cc2)C2=C(C(=O)CC(C)(C)C2)C1c1ccc([N+](=O)[O-])cc1 (stereo not drawn),110,103,99,101,107,99,91,100,111
Cc1cc(CNc2nc3ccc(OC/C(=C\F)CN)cc3o2)cc(C)n1,112,102,86,102,102,98,92,94,104
Cc1cc(C)c(C)c(C)c1C,105,99,100,100,98,103,86,97,92
COc1ccc2c(c1)sc1nc(-c3ccccc3)c(-c3c(OC)cccc3OC)n12,111,87,80,52,101,91,57,101,123
CN(C)c1cc(NC(=O)CNC(C)(C)C)c(O)c2c1C[C@H]1C[C@H]3[C@H](N(C)C)C(=O)C(C(N)=O)=C(O)[C@@]3(O)C(=O)C1=C2O,76,84,84,99,104,100,82,93,83
COc1ccc2c(c1)CCc1cc(C#N)c(=O)[nH]c1-2,98,93,102,x,102,92,66,97,117
CCCCCCOc1ccc(/C(C)=N/Nc2cc(C)nc3ccc(Br)cc23)cc1,103,94,94,86,97,88,82,103,101
COc1ccc(C2CC(c3ccccc3)=NN2c2nc(-c3cccs3)c(C#N)c(=O)[nH]2)cc1 (stereo not drawn),103,93,96,74,95,99,72,81,123
N#Cc1c(NN)n(C2OC(CO)C(O)C2O)c2ncnc(N)c12 (stereo not drawn),-0.3*,35,26,6.5*,57,16,-24*,-5.9*,11
Cc1cccc(Cl)c1NC(=O)C(C)C,120,102,107,100,115,95,86,98,114
N#Cc1c(-c2ccccc2)nc(N2CCN(c3ccc(Cl)cc3)CC2)[nH]c1=O,123,98,97,87,98,105,76,96,121
NC(=S)N/N=C(/c1cccs1)C1CC1,105,73,105,64,x,83,76,96,124
CN1CCN(Cc2ccc(NC(=O)c3cncc(C#Cc4cnc5ccc(N[C@@H]6CCOC6)nn45)c3)cc2C(F)(F)F)CC1,-100*,-82*,-77*,-47*,-99*,-99*,-99*,-100*,-82*
COc1c(O)cc(C=O)cc1[N+](=O)[O-],107,106,102,108,98,99,90,103,104
N#Cc1n[nH]n2c1nc(=O)c1sc(-c3ccccc3)cc12,109,108,95,96,102,107,68,91,x
O=S(=O)(NNS(=O)(=O)c1ccccc1)c1ccccc1,99,99,92,91,102,100,92,98,101
O=P(O)(c1ccc(Br)cc1)c1ccc(Br)cc1,114,97,105,97,95,96,83,99,108
COc1cc(NC(=O)CCSc2nc3ccc(Cl)cc3c(=O)n2Cc2ccccc2)cc(OC)c1OC,108,70,93,43,66,80,74,27,109
COCCNC(=O)c1cc2n(n1)C(C(F)(F)F)CC(c1ccc(Cl)c(Cl)c1)N2 (stereo not drawn),99,99,97,98,99,103,85,107,99
CCCCCCCCCCCCCCCC(=O)NCCO,93,99,100,92,96,94,74,104,109
c1ccc(-c2cc(-c3nnc(SCCN4CCOCC4)o3)c3ccccc3n2)cc1,103,85,75,89,89,95,82,101,75
CN1CCN(Cc2ccc(NC(=O)c3cncc(C#Cc4cnc5ccc(NCCCO)nn45)c3)cc2C(F)(F)F)CC1,-17*,-68*,-59*,-19*,-12*,16,-1.4*,-78*,-29*
O=C(CN1CCNCC1)N1CCOCC1,130,106,101,100,102,104,85,99,110
CN1CCCc2cc(/C=C3\SC(=S)N(CC(=O)O)C3=O)ccc21,106,97,100,95,98,105,77,96,96
O=C1O[C@H](C(O)CO)C(O)=C1O (stereo partly drawn),106,101,97,110,113,122,89,113,108
COC(=O)[C@]1(C)CCC[C@]2(C)[C@H]3C[C@H]4C(C(C)C)=C[C@]3(CC[C@H]21)[C@@H]1C(=O)C(CCC#N)(CCC#N)C[C@H](OCCC#N)[C@@H]14,79,75,87,31,71,86,60,90,86
CCCC(CCC)NCCO,110,94,108,118,101,113,89,101,83
Cc1ccc(-c2nnc(SCc3ccc(O)c4ncccc34)n2-c2ccccc2)cc1,30,-2.5*,25,6.0*,-10*,15,-13*,5.1*,7.9*
O=[N+]([O-])c1ccc(NN=C(c2ccccc2)c2ccccc2)nc1,112,90,96,87,101,96,81,114,100
c1ccc(NCCc2ccccn2)cc1,109,104,107,95,106,104,103,103,106
CN1CC(c2nc3ccccc3s2)CC1=O (stereo not drawn),110,101,113,96,97,107,77,x,132
CC/C(=C(/Br)Cn1cnc2c(Cl)ncnc21)c1ccccc1,112,112,89,100,93,93,95,101,79
CCOC(OCC)c1ccc(OC)c(OC)c1,103,99,97,77,99,118,97,97,x
COc1c2occc2c(OC)c2c(=O)c(C3=NN(c4ccccc4)C(c4ccc(F)cc4)C3)c(C)oc12 (stereo not drawn),109,88,104,75,90,88,79,89,110
OC(CN(Cc1ccccc1)C1CCCCC1)c1ccc(Cl)cc1 (stereo not drawn),108,83,91,81,84,96,64,111,104
CCC(=O)c1cc([N+](=O)[O-])c(Br)s1,105,93,109,101,103,103,75,89,97
COc1ccc(-c2nnc(Nc3ccc(F)cc3)o2)cc1OC,110,94,109,82,107,95,94,103,109
CN(C)C(=O)C(=O)C1C=Cc2ccccc21 (stereo not drawn),110,101,106,84,115,108,94,85,114
O=NN(CCCl)C(=O)Nc1cc2c3ccccc3ccc2c2ccccc12,94,96,102,57,83,94,66,93,94
CCOC(=O)C1CSCCC1=O (stereo not drawn),103,103,102,101,96,99,98,108,124
COc1cc(/C=N/N2CN(C(C)C(=O)O)B(Nc3ncccn3)N=C2N)cc(OC)c1 (stereo not drawn),105[100 µM],98[100 µM],86[100 µM],76[100 µM],84[100 µM],95[100 µM],80[100 µM],97[100 µM],118[100 µM]
Cn1c(=O)c2c(nc(Br)n2CC(=O)Nc2ccc(Cl)cc2Cl)n(C)c1=O,103,102,96,104,115,105,82,96,135
O=C(COc1cccc(/C=C2\CSc3ccc(Cl)cc3C2=O)c1)c1ccc(Cl)cc1,x,60,95,44,81,80,-7.0*,80,127
C/C(=C/c1ccco1)[N+](=O)[O-],105,103,95,83,99,105,89,96,88
# Additional records follow:
SMILES,DU-145,U251,786-0,PC-3,SF-295,SN12C,UO-31,SF-539,TK-10
CCOC(=O)CCCCc1ccc(C(C)=O)cc1,107,98,107,97,107,98,94,102,93
O=Nc1c(O)c(S(=O)(=O)O)cc2cc(S(=O)(=O)O)ccc12,107,101,103,100,89,101,x,96,99
O=C(O)/C=C/C(=O)Nc1ccc(Cl)cc1,120,108,99,103,96,109,76,94,x
CC(C)(C)C1CCNC(=O)CC1 (stereo not drawn),98,95,101,98,107,109,90,94,84
CCOC(=O)C1=C(c2ccccc2)N=c2s/c(=C/c3ccc(Br)cc3)c(=O)n2C1c1cc(OC)c(OC)c(OC)c1 (stereo not drawn),100,85,86,72,97,87,73,99,105
O=C1NC(=O)/C(=C/c2ccc(Cl)cc2Cl)S1,101,97,70,92,105,91,59,91,105
CCCC(C)C(=O)OCCCc1ccccc1 (stereo not drawn),110,91,95,89,91,94,104,100,89
COc1cc(/C=C/c2cc(=O)c3c(C)c(Cl)c(C)cc3o2)cc(OC)c1OC,76,74,93,64,93,56,61,72,109
COc1cc(Cn2cc(CNC(=O)c3cccnc3Nc3ccc(OC)cc3OC)nn2)cc(OC)c1,95,99,97,92,x,106,69,93,112
Cn1c(=O)c2[nH]c(CCc3ccncc3)nc2n(C)c1=O,110,117,112,111,108,111,96,110,125
Cc1ccc(-c2csc(/N=C3\C(=O)Nc4ccc(C)cc43)n2)cc1,101,87,95,80,106,94,82,106,96
CN1CN(C)CN(C)C1,113,101,99,98,103,101,94,103,x
O=C(NC(Cc1cn(Cc2ccccc2)cn1)C(=O)O)OCC1c2ccccc2-c2ccccc21 (stereo not drawn),113,101,102,100,x,108,85,95,105
C=CCCCOC1[C@H](OCc2ccccc2)C(OCc2ccccc2)C(OC)O[C@@H]1CNC(=O)c1cccc(-c2ccccc2)c1 (stereo partly drawn),95,88,79,72,90,82,64,87,111
COc1ccc2c(c1)c(CC(=O)Nc1ccc(OC)c(C(N)=O)c1O)c(C)n2C(=O)c1ccc(Cl)cc1,98,92,82,89,100,100,77,96,104
CC1(C)CC(=O)c2c(nn(-c3ccccc3)c2-c2cn(-c3ccccc3)nc2-c2cccnc2)C1,117,95,104,80,98,95,66,100,152
N#Cc1c(-c2cccs2)nc(N2N=C(c3ccccc3)CC2c2ccccc2)[nH]c1=O (stereo not drawn),110,105,95,102,96,111,76,102,138

# This is a random part of the collection, and some 10% of all compounds hit somewhere here.
